Screening results from PubChem.
RGS4 inh = human RGS4 inhibition. Transcreener GDP fluorescence polarization, RGS4-accelerated GTP hydrolysis. Potency, µM (top dose mostly 114 µM), for inactives: at the top dose activity change, negative = inhibition, usual class: inhibitors. 0.039% of 390,000 active. AID 504845; further: on the % scale 0 is the no-effect control and ±100 the full control effect; nearly all actives have a fitted effect of over 75% in size; some results filed as inactive show a strong effect at the top dose
Target sequence (P49798 whole entry, looked up): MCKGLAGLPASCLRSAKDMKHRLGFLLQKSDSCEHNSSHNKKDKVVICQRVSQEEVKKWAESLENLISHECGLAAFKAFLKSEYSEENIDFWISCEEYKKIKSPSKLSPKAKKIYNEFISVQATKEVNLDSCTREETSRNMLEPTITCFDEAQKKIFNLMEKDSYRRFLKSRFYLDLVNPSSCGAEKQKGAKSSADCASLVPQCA
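MLSMR compounds (23 nl, pin-transferred) preincubated 10 min at room temperature with a 500nM (2x) first reagent, then RGS4 at 900nM (2x) plus Transcreener GDP mix added; fluorescence polarization (620/688 nm) read before and after 90 min at 30 °C.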
Vif-A3G inh = inhibitors of Vif-APOBEC3G interaction; Q9HC16; HeLa A3G-eYFP + Vif (tagged APOBEC3G with the HIV-1 protein that degrades it), YFP fluorescence, overnight; Potency, µM (doses to about 46.1 µM), for the others: top-dose activity, negative = active, most hits filed as inhibitors; 0.076% of 410,000 active; AID 602310;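 further: on the % scale 0 is the no-effect control and ±100 the full control effect; nearly all actives have a fitted effect of over 60% in size; hits raise eYFP signal because A3G escapes Vif-driven loss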
Target sequence (Q9HC16 whole entry, looked up): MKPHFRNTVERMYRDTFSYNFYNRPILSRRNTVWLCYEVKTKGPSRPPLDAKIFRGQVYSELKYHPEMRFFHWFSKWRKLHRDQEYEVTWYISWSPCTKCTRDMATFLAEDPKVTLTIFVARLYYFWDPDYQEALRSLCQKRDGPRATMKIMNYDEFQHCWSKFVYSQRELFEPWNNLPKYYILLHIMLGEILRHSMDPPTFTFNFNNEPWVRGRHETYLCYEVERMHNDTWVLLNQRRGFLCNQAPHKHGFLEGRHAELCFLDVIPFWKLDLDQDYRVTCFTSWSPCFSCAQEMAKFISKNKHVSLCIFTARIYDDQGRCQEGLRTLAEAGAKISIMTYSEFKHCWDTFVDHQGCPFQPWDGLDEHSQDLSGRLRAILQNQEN
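HeLa cells stably expressing Vif and C-terminally eYFP-tagged A3G, seeded overnight at 37 deg C, then exposed to compound by pintool overnight at 37 deg C. Rise in yellow fluorescence (Ex 488/Em 500-530, Acumen) marks blocked Vif-driven A3G degradation.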
RXFP1 ag = activates the human relaxin receptor RXFP1; 0.3% of 370,000 active; HEK293T-RXFP1 cAMP TR-FRET, 30 min; response scale: percent of porcine relaxin response, buffer zero; Potency, µM (highest dose often 57.5 µM), without a hit: top-dose activation, actives largely listed as activators; Q9HBX9; further: on the % scale 0 is the no-effect control and ±100 the full control effect; nearly all actives have a fitted effect of over 60% in size; many of its hits are not listed in these tables
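Agonist response is measured as cAMP accumulation in an RXFP1-transfected HEK293T line under PDE4 inhibition. Values are scaled between buffer-only and 29 nM porcine relaxin, and EC50s come from standard Hill equation fits.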
IDH1 R132H inh = blocks human mutant IDH1 R132H enzyme. IDH1-R132H enzyme, NADPH consumption, diaphorase/resazurin fluorescence. 0.093% of 390,000 active. Potency, µM (highest dose often 76.6 µM), for the others: at the highest dose activity change, negative = inhibition, hits mostly inhibitors; further: on the % scale 0 is the no-effect control and ±100 the full control effect; nearly all actives have a fitted effect of over 65% in size
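IDH1-R132H (0.5 ug/mL) preincubated 30 min with compound, then NADPH (0.016 mM) and alpha-KG (2 mM) added; 80 min at RT, pH 7.5. Remaining NADPH coupled via diaphorase/resazurin to fluorescence (540/590 nm); concentration-response curves normalized to no-enzyme control.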
USP1-UAF1 inh = inhibitors of human USP1/UAF1 deubiquitinase. O94782. recombinant USP1/UAF1, Ub-Rhodamine cleavage fluorescence. Potency, µM (doses to about 57.1 µM), without a hit: at the highest dose activity change, negative = inhibition, usual class: inhibitors. 0.23% of 390,000 active. AID 743255; further: on the % scale 0 is the no-effect control and ±100 the full control effect; nearly all actives have a fitted effect of over 60% in size; inactives centre near -12
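1 nM enzyme complex + cpd, 15 min RT; start with Ub-Rho 150nM final; kinetic fluorescence ex 480/em 540, 6 reads q60 s. Buffer 50mM HEPES pH 7.8, 0.5mM EDTA, 0.1 mg/ml BSA, 1mM TCEP, 0.01% Tween-20.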
rTrxR1 inhibitor = inhibitors of rat thioredoxin reductase 1. O89049. recombinant rTrxR1, NADPH fluorescence consumption, selenite substrate. Potency, µM (series often up to 114 µM), inactives show at the highest dose activity change, negative = inhibition, most hits filed as inhibitors. 1% of 390,000 active; further: on the % scale 0 is the no-effect control and ±100 the full control effect; nearly all actives have a fitted effect of over 65% in size
Target sequence (O89049 whole entry, looked up): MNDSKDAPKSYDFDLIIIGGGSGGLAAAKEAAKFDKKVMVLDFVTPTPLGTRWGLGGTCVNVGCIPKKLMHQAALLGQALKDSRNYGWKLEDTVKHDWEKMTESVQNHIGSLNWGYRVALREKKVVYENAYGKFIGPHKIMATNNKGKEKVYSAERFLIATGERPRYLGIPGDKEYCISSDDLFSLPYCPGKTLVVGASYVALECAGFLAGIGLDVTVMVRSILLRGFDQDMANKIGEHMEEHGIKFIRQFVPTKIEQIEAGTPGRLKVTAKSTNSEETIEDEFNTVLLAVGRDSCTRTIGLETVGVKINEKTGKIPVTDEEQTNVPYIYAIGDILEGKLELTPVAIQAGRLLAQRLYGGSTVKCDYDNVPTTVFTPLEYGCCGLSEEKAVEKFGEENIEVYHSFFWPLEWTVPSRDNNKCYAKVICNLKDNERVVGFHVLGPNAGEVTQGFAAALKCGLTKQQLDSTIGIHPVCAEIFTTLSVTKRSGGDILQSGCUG
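Rat TrxR1 (90 nM in the dispensed reagent) was pre-reduced with 400 uM NADPH for 5 min at room temperature, then incubated with compound for 15 min. After 400 uM selenite was added, NADPH fluorescence (Ex 340/Em 450 nm) was followed for 8 min.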
12-LOX inh = inhibitors of human 12S-lipoxygenase ALOX12; P18054; purified 12hLO, xylenol orange hydroperoxide absorbance; Potency, µM (titrated, usually from 108 µM), without a hit: at the top dose activity change, negative = inhibition, actives largely listed as inhibitors; 1.1% of 580,000 active; further: on the % scale 0 is the no-effect control and ±100 the full control effect
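Hydroperoxide product was detected by ferrous iron/xylenol orange as the 573 to 405 nm absorbance ratio. Arachidonic acid at 40 uM (final) was turned over for 30 min at room temperature by 150 nM human 12hLO, pH 7.0 Hepes buffer, after 15 min compound preincubation.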
TrxR1 substrate = substrates of rat thioredoxin reductase 1. O89049. purified TrxR1 substrate turnover, NADPH consumption readout. Potency, µM (highest dose often 114 µM), inactives show top-dose activity change, negative = substrate turnover. 0.01% of 390,000 active. AID 588456; further: on the % scale 0 is the no-effect control and ±100 the full control effect; nearly all actives have a fitted effect of over 50% in size
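Rat TrxR1, dispensed at 90 nM, was prereduced with 400 uM NADPH (final) for 5 min at ~22 deg C, then incubated with compound 15 min before 400 uM selenite. A first-read NADPH fluorescence drop versus no-compound background flagged substrates.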
Vif-APOBEC3F blk = inhibitors of Vif-A3F interaction; HeLa A3F-eYFP + Vif (tagged APOBEC3F with the HIV-1 protein that degrades it), YFP fluorescence increase; Potency, µM (top dose mostly 46.1 µM), for inactives: at the highest dose activity, negative = active; 0.2% of 390,000 active; further: % of control where 0% means no effect; nearly all actives have a fitted effect of over 65% in size
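Fluorescence increase (Ex 488/Em 500-530) after overnight compound treatment at 37 deg C flags inhibition of Vif-driven A3F-eYFP loss in stable HeLa A3F-eYFP/Vif cells seeded overnight beforehand.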
Starred values were filed as active, the others as inactive; i = inactive; ? = inconclusive; . = not tested or not shown; & = joins results of further samples; [ ] = remark or other dose. The call rests on the fitted dose curve; in most records, active means well fitted curve in the direction sought with a large enough effect; inconclusive means small, poorly fitted or top-dose-only effect, or another doubt; inactive means no such curve, though single readings can be large; an effect the other way counts as inactive or inconclusive. Potency means the concentration at half of the fitted maximal effect. A portion of the library, so the mix of outcomes need not match the whole.

SMILES	RGS4 inh	Vif-A3G inh	RXFP1 ag	IDH1 R132H inh	USP1-UAF1 inh	rTrxR1 inhibitor	12-LOX inh	TrxR1 substrate	Vif-APOBEC3F blk
CN(C)S(=O)(=O)c1cccc(C(=O)N2CCc3ccccc32)c1	-25%[11.4 µM]	-1%	2.0%	-1%	-5%	8%[57.1 µM]	13%	-7%	1%
CC1(C)CC(=O)C(C#N)=C(NCCCO)C1	-4%	-1%	-0.9%	-2%	-12%	9%	9%	10%	-3%
O=C(COC(=O)c1ccc(S(=O)(=O)N2CCOCC2)cc1)Nc1ccccc1OC(F)F	-14%	0%	.	-8%	-5%	7%	327%[activator]	3%	-19%
O=S(=O)(NCC(c1cccnc1)N1CCN(c2ccccc2)CC1)c1cccs1 (stereo not given)	4%	-2%	-0.4%	3%	-11%	0%	5%	2%	-16%
CCCCOc1ccc(S(=O)(=O)Nc2ccc(-c3ccc(N4CCCCC4)nn3)cc2)cc1	7%	1%	1.4%	27%	-18%	25%[57.1 µM]	-16%	7%[57.1 µM]	1%
Cc1nc2ccccc2n1C(=O)N(C)C	39%	2%	0.3%	-1%	?	12%[57.1 µM]	6%	3%[57.1 µM]	13%
CN1CCN(C(CNS(=O)(=O)c2ccc(Cl)cc2)c2cccnc2)CC1 (stereo not given)	8%	0%	2.1%	-1%	-6%	-6%	-6%	-6%	-7%
CC(C)NCC(O)COC1CCC(C(C)(C)C)CC1 (stereo not given)	?	0%	0.5%	-1%	-1%	7%[57.1 µM]	-7%	-4%[57.1 µM]	-4%
C[C@H](CO)N1C[C@H](C)[C@@H](CN(C)C(=O)Nc2cccc(Oc3ccccn3)c2)OCc2cnnn2CCCC1=O	.	3%	.	8%	-26%	.	-51%	.	8%
S=C(NCCc1ccccn1)Nc1cccc(Cl)c1	5%	0%	3.3%	2%	-19%	-14%	-26%	-7%	7%
COc1cc(NC(=O)CC(C)S(=O)(=O)c2ccc3c(c2)NC(=O)CO3)cc(OC)c1OC (stereo not given)	18%[11.4 µM]	-1%	0.1%	-4%	-4%	18%	9%	-3%	-6%
OCCNc1cnc2ccccc2n1	?	-2%	3.9%	-1%	-12%	4%[57.1 µM]	-11%	35%[activator][57.1 µM]	5%
Cc1ccc(C(=O)N/C(=C/c2ccc(-c3cc(C(F)(F)F)ccc3Cl)o2)C(=O)NCc2cccnc2)cc1	-40%	-13%	1.1%	4%	-25%	9%	6%	0%	-15%
O=C(NC(=S)Nc1ccc2[nH]c(=O)[nH]c2c1)c1cncc(Br)c1	-21%	-11%	-0.4%	10%	0%	-32%[57.1 µM]	-11%	-5%[57.1 µM]	-16%
COc1ccccc1C1/C(=C(/O)c2ccc(OC(C)C)cc2)C(=O)C(=O)N1c1cc(C)on1 (stereo not given)	7%	0%	11%	-12%	1%	-8%	-4%	-7%	6%
Cn1c(SCc2nnc(-c3ccccc3Br)o2)nc2sc3c(c2c1=O)CCC3	9%	0%	1.0%	2%	-12%	13%	-2%	7%	-2%
CCCN(CC(=O)Nc1ccc(F)c(F)c1F)C(=O)CN1C(=O)NC2(CCCCC2)C1=O	-7%	0%	.	-3%	-21%	18%	360%[activator]	0%	-10%
c1ccc2c(c1)-c1nc3ccccc3cc1C2N1CCOCC1 (stereo not given)	6%	-6%	.	3%	-8%	-3%[57.1 µM]	-8%	-7%	-2%
CCCn1c(SCCc2ccccc2)nc2c1c(=O)[nH]c(=O)n2C	?	-1%	1.1%	6%	-2%	5%[57.1 µM]	0%&2%	5%[57.1 µM]	-1%
C=CCc1cccc2cc(C(=O)NCc3ccc(C(=O)OCC)o3)c(=O)oc12	-45%	0%	1.3%	7%	-22%	2%	-3%	9%	0%
O=C(COC(=O)c1cccnc1Cl)c1ccccc1	-14%	2%	1.4%	3%	-7%	12%	4%	3%	0%
CCCCCC(=O)c1c(C)[nH]c(C(=O)OCC)c1C	-5%	-24%	1.7%	7%	-21%	7%	-5%	-7%	-6%
CCC1Oc2ccc(C)cc2N(CC(=O)NCCN2C(C)CCCC2C)C1=O (stereo not given)	16%	1%	-0.1%	2%	-12%	19%	3%	10%	-2%
CC1CCc2nn(CC(=O)NCc3ccc4c(c3)OCO4)cc2C1 (stereo not given)	-5%	-3%	-0.1%	-6%	-14%	17%[57.1 µM]	i	12%[57.1 µM]	4%
N#Cc1ccc(NC(=O)COCc2cc(-c3ccco3)on2)cc1	-10%	2%	2.6%	1%	-15%	-8%	-12%	-3%	-6%
Cc1nc2c(c(SCC(=O)Nc3ccccc3C(F)(F)F)n1)CCC2	-5%	-2%	2.7%	5%	19%	7%	-16%	3%	-2%
CN1C=CC=C/C1=C1\SC(=S)N(N)C1=O	-18%	0%	-5.2%	3%	-14%	9%[57.1 µM]	-29%	6%[57.1 µM]	3%
COc1ccc(C(=O)c2c(C)oc3ccc(O)cc23)cc1	7%	2%	-1.8%	7%	-12%	2%	-15%	-10%	-1%
O=C(COC(=O)c1ccc([N+](=O)[O-])cc1)Nc1ccc(Cl)cn1	-18%	1%	-0.5%	-2%	-8%	11%	0%	2%	-6%
COC(=O)c1cc(Cl)c(NC(=O)c2ccc(F)cc2)cc1OC	1%	-4%	1.9%	-1%	4%	-8%	-6%	-4%	1%
COc1cc([N+](=O)[O-])ccc1NC(=O)Nc1nc2c(s1)CCCC2	22%	0%	1.0%	1%	?	4%[57.1 µM]	-8%	4%[57.1 µM]	-6%
CC(C(=O)NCc1ccccn1)N1C(=O)c2ccccc2C1=O (stereo not given)	-8%	-11%	4.1%	4%	-17%	13%	7%	0%	-1%
CCN(CC)S(=O)(=O)c1ccc2c(c1)nc(SCC(=O)N1CCCCCC1)n2-c1ccc(OC)cc1	6%	5%	0.6%	-5%	-16%	2%	0%	0%	-12%
O=C1CC(N(CCc2ccccc2)C(=S)Nc2ccccc2)C(=O)N1c1ccc(Br)cc1 (stereo not given)	-13%	-16%	0.9%	2%	-25%	0%	?	-1%	-19%
CCOc1ccc(N(C(C)C(=O)Nc2cccnc2)S(C)(=O)=O)cc1 (stereo not given)	-17%	7%	0.2%	6%	-20%	-5%	5%	1%	19%
COc1ccc(S(=O)(=O)NCC(=O)N(CC(=O)NCC2CCCO2)Cc2ccccc2)cc1 (stereo not given)	1%	1%	2.7%	-5%	-12%	2%[57.1 µM]	-1%	0%[57.1 µM]	-8%
Cc1ccccc1Cn1c(=O)sc2ccccc2c1=O	-7%	-4%	-2.1%	0%	-15%	6%	-6%	-9%	-4%
COc1ccc(NC(=O)CSc2nc3ccccc3nc2N2CCCC2)cc1Cl	-3%	-1%	4.4%	-11%	-17%	13%[57.1 µM]	29%	1%[57.1 µM]	1%
CC1CCCCN1S(=O)(=O)c1ccc(C(=O)N(CCCN(C)C)c2nc3cc4c(cc3s2)OCO4)cc1 (stereo not given)	-5%	4%	-1.3%	-2%	-20%	-7%	0%	-3%	-11%
COc1cccc(CNS(=O)(=O)c2c(C(=O)N3CCC(C)CC3)c(C)n(C)c2C)c1	-19%	3%	0.3%	-7%	-19%	20%[57.1 µM]	-28%	8%[57.1 µM]	-1%

Full records, quoted from the list. Order of values: RGS4 inh, Vif-A3G inh, RXFP1 ag, IDH1 R132H inh, USP1-UAF1 inh, rTrxR1 inhibitor, 12-LOX inh, TrxR1 substrate, Vif-APOBEC3F blk
Cc1ccccc1Cn1c(=O)sc2ccccc2c1=O is entered as -7%, -4%, -2.1%, 0%, -15%, 6%, -6%, -9%, -4%
O=C1CC(N(CCc2ccccc2)C(=S)Nc2ccccc2)C(=O)N1c1ccc(Br)cc1 (stereo not given) is entered as -13%, -16%, 0.9%, 2%, -25%, 0%, ?, -1%, -19%
COc1cccc(CNS(=O)(=O)c2c(C(=O)N3CCC(C)CC3)c(C)n(C)c2C)c1 is entered as -19%, 3%, 0.3%, -7%, -19%, 20%[57.1 µM], -28%, 8%[57.1 µM], -1%

Continuation:
SMILES	RGS4 inh	Vif-A3G inh	RXFP1 ag	IDH1 R132H inh	USP1-UAF1 inh	rTrxR1 inhibitor	12-LOX inh	TrxR1 substrate	Vif-APOBEC3F blk
Cc1ccc(NC(=O)c2cccc3c(=O)c4c([nH]c23)CCCC4)c(C)c1	3%	-14%	-1.2%	-12%	-15%	11%	?	-7%	4%
Cc1cnnn1-c1cccc([N+](=O)[O-])c1	-1%	2%	0.3%	-9%	-17%	-2%[57.1 µM]	0%	1%[57.1 µM]	-1%
Cc1nc2c(-c3ccccc3)c(C)nn2c(C)c1CCC(=O)NCCc1ccccc1	-14%	-10%	3.5%	-2%	-26%	25%	-28%	6%	-8%
Cc1cccc(NC(=O)C2CC(=O)N/C(=N/N=C/c3ccco3)S2)c1 (stereo not given)	13%	0%	0.1%	-1%	-12%	-2%	8%	2%	-16%
CC(C)(O)C(=O)NNC(=S)Nc1ccc(F)c(Cl)c1	-7%	0%	-0.3%	-2%	-18%	11%[57.1 µM]	-6%	8%[57.1 µM]	-12%
Cc1cccc(-c2nc3ccccc3c(=O)[nH]2)c1	1%	-3%	-0.2%	-7%	-18%	26%	0%	5%	-2%
Cc1nnc(N2CCC(C(=O)NCc3ccc(F)cc3)CC2)c2nn(-c3ccc(Cl)cc3)c(C)c12	-51%	?	?	0%	-2%	-2%	?	21%	1%
COc1cccc(S(=O)(=O)Nc2ccc(C(=O)NCc3ccco3)cc2)c1	3%	1%	-1.5%	4%	-16%	-1%[11.4 µM]	-22%	5%[11.4 µM]	0%
